PAD4 inh – PAD4 (human) enzyme inhibition; Q9UM07; recombinant PAD4, RCA probe fluorescence polarization; inhibition, % at 6.36 µM; hit rate 0.41% among 330,000;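 active = percent inhibition above a cutoff equal to the mean of all tested compounds plus 3 SD, cut at about 15% in these data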;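 note: 0% = PAD4 with RCA probe and DMSO and 100% = probe without PAD4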
LYPLA2 counter – blocks human lysophospholipase 2, a PME1 counter-screen. inhibition, % at 5.9 µM. recombinant LYPLA2, FP-Rh probe fluorescence polarization. O95372. hit rate 0.38% among 320,000;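 active = inhibition above the screen-wide mean plus 3 SD, limit set per campaign, cut at about 26% in these data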;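 note: 0% = LYPLA2 with DMSO and 100% = wells lacking LYPLA2 enzyme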
LYPLA1 inh – LYPLA1 (human) inhibition in PME1 counter-screen | recombinant LYPLA1, FP-Rh probe fluorescence polarization | inhibition, % at 5.9 µM | hit rate 0.16% among 320,000;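 active = inhibition above the mean of all tested compounds plus 3 SD, set per campaign, cut at about 14% in these data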;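 note: inhibitors block serine hydrolase probe labeling of LYPLA1 so polarization falls; 0% = enzyme with DMSO and 100% = wells lacking LYPLA1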
Target sequence (O75608 whole entry, looked up): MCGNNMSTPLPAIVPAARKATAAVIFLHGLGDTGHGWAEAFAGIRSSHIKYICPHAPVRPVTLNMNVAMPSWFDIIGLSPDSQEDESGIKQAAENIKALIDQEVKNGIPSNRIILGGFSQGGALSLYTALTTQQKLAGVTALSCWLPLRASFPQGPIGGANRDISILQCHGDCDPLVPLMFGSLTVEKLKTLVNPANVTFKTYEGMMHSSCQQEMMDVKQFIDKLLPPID
EBNA-1 inh – blocks EBNA-1 binding to DNA; EBNA-1 DNA binding, fluorescence polarization; hit rate 0.34% among 300,000; inhibition, % at 14.8 µM; in the data active = inhibition above about 28%
PREPL inhibitor – human PREPL enzyme inhibition; inhibition, % at 5.96 µM; Q4J6C6; recombinant PREPL, fluorescence polarization activity-based probe; hit rate 0.68% among 320,000; in the data active = inhibition above about 43%;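 note: 0% = enzyme with DMSO and 100% = wells lacking enzyme; many of its hits are not listed in these tables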
ZTA DNA inh – counter-screen for EBNA-1 inhibitors: inhibitors of Epstein-Barr virus ZTA; P03206; ZTA-DNA binding, fluorescence polarization; inhibition, % at 11 µM; hit rate 0.15% among 320,000; AID 2234; in the data active = inhibition above about 33%
Target sequence (P03206 whole entry, looked up): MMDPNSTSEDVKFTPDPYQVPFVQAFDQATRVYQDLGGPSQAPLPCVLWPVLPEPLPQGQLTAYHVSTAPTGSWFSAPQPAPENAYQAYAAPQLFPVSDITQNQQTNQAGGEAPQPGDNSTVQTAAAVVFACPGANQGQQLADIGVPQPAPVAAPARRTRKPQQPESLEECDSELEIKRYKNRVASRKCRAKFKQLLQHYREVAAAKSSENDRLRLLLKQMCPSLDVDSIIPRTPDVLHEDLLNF
PAFAH2 inh – inhibitors of human PAFAH2. Q99487. recombinant PAFAH2, FP-rhodamine activity probe, fluorescence polarization. inhibition, % at 3.39 µM. hit rate 0.99% among 340,000;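 active = inhibition above the mean over all tested compounds plus 3 SD, cut at about 30% in these data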;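 note: inhibitors block probe labeling of enzyme so polarization drops; 0% = enzyme with DMSO and 100% = wells lacking PAFAH2 protein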
PAFAH1B3 FP inh – inhibitors of human PAFAH1B3. Q15102. AID 492972. inhibition, % at 3.39 µM. recombinant PAFAH1B3, FP-rhodamine probe, fluorescence polarization. hit rate 0.28% among 340,000;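 active = inhibition above the screen-wide average of all tested compounds plus 3 SD, cut at about 25% in these data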;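 note: 0% = enzyme with DMSO only and 100% = wells lacking PAFAH1B3 protein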
Target sequence (Q15102 whole entry, looked up): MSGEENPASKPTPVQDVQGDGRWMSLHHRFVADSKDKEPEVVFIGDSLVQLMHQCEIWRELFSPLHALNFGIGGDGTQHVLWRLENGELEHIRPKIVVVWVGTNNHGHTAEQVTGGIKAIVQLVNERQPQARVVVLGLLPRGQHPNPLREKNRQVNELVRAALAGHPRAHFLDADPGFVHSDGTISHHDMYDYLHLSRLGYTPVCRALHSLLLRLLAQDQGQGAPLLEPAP
GSTO1 inh – GSTO1 inhibition, counter-screen for RBBP9 inhibitors | P78417 | recombinant GSTO1, activity-based probe fluorescence polarization | inhibition, % at 5.96 µM | hit rate 1.1% among 300,000;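 active = inhibition above the campaign mean inhibition plus 3 SD, cut at about 35% in these data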;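 note: 0% = GSTO1-1 with DMSO and 100% = wells lacking GSTO1-1 enzyme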
Target sequence (P78417 whole entry, looked up): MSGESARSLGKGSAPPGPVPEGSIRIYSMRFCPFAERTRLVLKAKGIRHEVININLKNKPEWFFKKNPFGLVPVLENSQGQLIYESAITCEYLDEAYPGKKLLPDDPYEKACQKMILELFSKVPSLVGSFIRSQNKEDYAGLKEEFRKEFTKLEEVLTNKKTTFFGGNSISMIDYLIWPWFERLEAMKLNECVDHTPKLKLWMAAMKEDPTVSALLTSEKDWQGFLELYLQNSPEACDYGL
* marks the source's active call; other numbers are inactive results; / = not tested or not shown. An excerpt, so the mix of outcomes need not match the whole.

no. | compound | PAD4 inh | LYPLA2 counter | LYPLA1 inh | EBNA-1 inh | PREPL inhibitor | ZTA DNA inh | PAFAH2 inh | PAFAH1B3 FP inh | GSTO1 inh
1 | Cc1nn(C(C)CC(=O)O)c(C)c1C (stereo not drawn) | 3.4 | 3.7 | 4.0 | 4.5 | 7.6 | -8.8 | -1.5 | 0.8 | -0.5
2 | NC(=O)c1cc(S(=O)(=O)NCc2ccccc2)cs1 | 2.9 | -12.2 | -6.4 | -9.6 | 10.3 | -4.4 | -0.2 | 4.6 | 11.4
3 | Cc1c(NC(=S)NC(=O)Cc2ccccc2)cccc1C(=O)O | -1.4 | -5.8 | -0.1 | -1.9 | 6.8 | -0.2 | -3.8 | 4.1 | 2.4
4 | CC(=O)Nc1c(F)c(F)c(F)c(F)c1F | -2.8 | 1.3 | -0.6 | 3.0 | -5.2 | -10.4 | -11.2 | 7.0 | 5.6
5 | CCC(C(=O)Nc1ccc(C(=O)O)cc1NC(=O)C(CC)c1ccccc1)c1ccccc1 (stereo not drawn) | -0.4 | 10.4 | 3.3 | 4.5 | -16.5 | 6.2 | -2.8 | 9.8 | 1.4
6 | Cc1nc(/C=C/c2ccccc2)cc(/C=C/c2ccccc2)n1 | -0.9 | -5.7 | -4.2 | 1.1 | 16.1 | -3.6 | -1.8 | -0.1 | -0.6
7 | C=CCN(c1ccccc1)S(=O)(=O)c1cc2c(cc1C)N(C)CCO2 | 1.2 | 7.6 | 0.1 | 14.8 | 11.7 | 7.2 | 4.2 | 7.2 | -1.1
8 | CCOC(=O)c1oc2nc3c(cc2c1N)COC(C)(C)C3 | 4.5 | 1.1 | 0.0 | 8.9 | -4.7 | 17.9 | 2.7 | 8.3 | -4.0
9 | Oc1c(Cl)cc(Cl)cc1Sc1cc(Cl)cc(Cl)c1O | -3.4 | 3.8 | -9.9 | 17.7 | 48.0* | 13.8 | / | / | 56.6*
10 | Cc1ccc(NC(=S)Nc2ccc3cn[nH]c3c2)cc1 | -8.0 | 5.5 | -0.3 | 11.9 | 16.9 | 11.8 | 4.3 | 6.9 | 1.0
11 | O=C(/C=N/O)Nc1cccnc1 | -4.2 | 2.2 | 0.3 | -4.5 | 14.4 | -20.1 | 0.0 | 17.9 | -2.5
12 | CS(=O)(=O)N1CCN(c2ccc([N+](=O)[O-])c(NCc3ccc(Cl)cc3)c2)CC1 | 1.6 | 3.9 | -0.7 | 6.7 | 5.1 | -14.6 | 6.8 | -0.6 | 6.5
13 | O=C(CNC(=O)c1ccccc1)c1ccccc1 | 1.4 | 0.8 | -1.9 | 4.1 | 2.0 | -1.6 | 0.8 | 9.7 | -0.3
14 | CC(=O)NC(C)C(c1cccs1)N1CCN(c2ccccc2)CC1 (stereo not drawn) | -5.7 | 1.8 | -1.4 | -2.1 | 3.3 | -4.1 | -1.7 | 1.8 | 11.3
15 | COc1ccc(C)cc1NC(=O)c1cc2c(=O)n3ccccc3nc2n1C | -6.1 | -5.6 | -1.2 | -1.3 | -4.2 | 6.1 | 1.6 | 14.2 | 1.9

Reprinted from the part before: 3 entries, then new ones.
no. | compound | PAD4 inh | LYPLA2 counter | LYPLA1 inh | EBNA-1 inh | PREPL inhibitor | ZTA DNA inh | PAFAH2 inh | PAFAH1B3 FP inh | GSTO1 inh
13 | O=C(CNC(=O)c1ccccc1)c1ccccc1 | 1.4 | 0.8 | -1.9 | 4.1 | 2.0 | -1.6 | 0.8 | 9.7 | -0.3
14 | CC(=O)NC(C)C(c1cccs1)N1CCN(c2ccccc2)CC1 (stereo not drawn) | -5.7 | 1.8 | -1.4 | -2.1 | 3.3 | -4.1 | -1.7 | 1.8 | 11.3
15 | COc1ccc(C)cc1NC(=O)c1cc2c(=O)n3ccccc3nc2n1C | -6.1 | -5.6 | -1.2 | -1.3 | -4.2 | 6.1 | 1.6 | 14.2 | 1.9
16 | COCCOC(=O)C1=C(C)NC(=O)NC1C1CC=CCC1 (stereo not drawn) | 6.4 | 0.2 | 1.1 | 5.7 | 7.5 | 0.0 | 2.1 | 8.9 | 7.4
17 | COc1cc2c(cc1OC)-c1cc(NCc3ccccn3)nc(=O)n1CC2 | -2.4 | 9.5 | 4.0 | -14.1 | 2.8 | 5.8 | 31.0* | 1.8 | -11.8
18 | COc1cc(O)oc1C=Nc1ccc(Cl)cc1Cl | -2.3 | 9.8 | 1.1 | -0.9 | -3.5 | -17.0 | -1.4 | 3.1 | 2.7
19 | CCc1ccc(CNC(=O)c2cc3c(C)nc4ccccc4c3o2)cc1 | -3.4 | -21.6 | -20.2 | -4.2 | -37.7 | 4.0 | -6.3 | 1.9 | -16.4
20 | NS(=O)(=O)c1ccc(CNC(=O)c2cc(=O)[nH]c3ccccc23)cc1 | -0.1 | -0.6 | 2.6 | -1.5 | 4.7 | -12.8 | 10.6 | 0.1 | 0.9
21 | COc1cc(-c2nnc(SCc3cc(=O)oc4cc(O)c(O)cc34)o2)cc(OC)c1OC | 1.7 | 2.8 | -4.1 | -4.7 | 10.2 | -7.1 | 41.9* | 27.8* | 59.4*
22 | CC(=O)O[C@H]1C(=O)[C@]2(C)[C@H]([C@H](OC(=O)c3ccccc3)[C@]3(O)C[C@H](OC(=O)[C@H](O)[C@@H](NC(=O)c4ccccc4)c4ccccc4)C(C)=C1C3(C)C)[C@]1(OC(C)=O)CO[C@@H]1C[C@@H]2O | -2.5 | -3.3 | -2.8 | 5.8 | 17.1 | 4.7 | -6.6 | 5.5 | -8.1
23 | COc1ccc(CCCc2nnc(SCC(=O)Nc3nccs3)n2C)cc1C | -2.8 | -4.2 | -0.5 | 1.6 | -5.2 | 2.8 | 7.2 | -3.5 | 4.8
24 | CSc1cccc(CN2CCC(n3nccc3NC(=O)C3CC3)CC2)c1 | 0.2 | -4.0 | 1.8 | -4.8 | 18.3 | -3.6 | 0.7 | 4.3 | 9.0
25 | CCOC(=O)C1=C(C)NC(=S)NC1c1ccco1 (stereo not drawn) | 3.8 | -1.0 | -0.8 | -3.5 | 5.9 | 2.3 | 11.3 | 5.3 | 12.2
26 | CC(Oc1ccc(-c2nccc(-c3ccccn3)n2)cc1)C(=O)NN (stereo not drawn) | -3.1 | 4.6 | -0.8 | 5.7 | -71.3 | -3.6 | -9.1 | -2.5 | 3.1
27 | Cn1c(SCC(=O)Nc2ccc(N3CCOCC3)c(Cl)c2)nnc1C(O)c1ccccc1 (stereo not drawn) | 1.3 | 0.8 | -1.4 | 4.7 | 3.5 | 7.3 | -5.4 | -4.2 | 6.4
28 | COc1ccccc1NC(=O)C1=C(C)Nc2nc(-c3cccs3)nn2C1c1cccc(O)c1 (stereo not drawn) | 1.7 | 2.9 | -0.1 | -3.7 | -17.7 | -19.1 | -3.2 | 6.1 | -0.1
29 | COCc1cc(C)n(CC(=O)Nc2ccc(N3CCOCC3)cc2)c(=O)c1C#N | -3.9 | -3.0 | 1.1 | 3.4 | 6.3 | -6.8 | 3.7 | 0.2 | -0.5
30 | O=C(CSc1nnc(CCCN2C(=O)c3cccc4cccc(c34)C2=O)n1-c1ccccc1)N1CCCCC1 | 2.5 | 5.0 | -2.6 | -4.5 | 10.2 | 17.8 | 1.2 | 1.4 | 0.1

31) CCOC(=O)c1c(O)c2ccccc2n(-c2ccccc2)c1=O
32) O=C(c1ccc2c(c1)C(=O)N(CCCO)C2=O)c1ccc2c(c1)C(=O)N(CCCO)C2=O
33) CCCCCCCCOc1ccc(C2OC34CCCCC3C(C#N)(C#N)C2(C#N)C(=N)O4)cc1 (stereo not drawn)
34) CC(C)(C)n1nnnc1CN(Cc1ccco1)Cc1cc2cc3c(cc2[nH]c1=O)OCO3
35) Nc1ccc2oc(-c3cccc(Br)c3)nc2c1
36) CSc1nnc2c(n1)OC(C)=Nc1ccccc1-2
37) CC1Cc2cc(S(=O)(=O)N3CCN(c4cccc(Cl)c4)CC3)ccc2N1C(=O)C1CC1 (stereo not drawn)
38) CCOC(=O)c1c(S(=O)(=O)NCCc2ccccc2)c(C)n(C)c1C

| compound no. | 31 | 32 | 33 | 34 | 35 | 36 | 37 | 38 |
| --- | --- | --- | --- | --- | --- | --- | --- | --- |
| PAD4 inh | -0.5 | -6.5 | 16.0* | 6.5 | 2.6 | -3.3 | 2.8 | -1.5 |
| LYPLA2 counter | 1.1 | 11.8 | 25.9* | 3.1 | -1.1 | 2.9 | -1.2 | 0.2 |
| LYPLA1 inh | 0.2 | 2.9 | 16.9* | -0.3 | 4.0 | -1.0 | 1.3 | 0.7 |
| EBNA-1 inh | -6.1 | -11.2 | 5.9 | -5.1 | -8.6 | 7.5 | -9.5 | -6.8 |
| PREPL inhibitor | 35.2 | -1.5 | 15.3 | 18.8 | 11.7 | 15.3 | -28.2 | -0.2 |
| ZTA DNA inh | -30.1 | -13.3 | 4.5 | 3.1 | -2.5 | 0.8 | 13.7 | 1.5 |
| PAFAH2 inh | 1.1 | 1.9 | 33.8* | 3.2 | 7.1 | 8.0 | 2.9 | 8.2 |
| PAFAH1B3 FP inh | 0.8 | -3.4 | 22.0 | 10.4 | -1.7 | 4.2 | -2.1 | -6.4 |
| GSTO1 inh | 1.6 | -1.1 | 14.0 | -10.1 | 16.0 | -4.3 | 6.1 | 1.5 |

39) CCS/C(N)=N/N=C/c1cc(C)ccc1O
40) CCN(c1cccc(C)c1)S(=O)(=O)c1cccc(C(=O)O)c1
41) CCCc1cc(=O)[nH]c(SCC(=O)c2c(N)n(C3CC3)c(=O)[nH]c2=O)n1
42) CCCCCn1c(N2CCN(c3cccc(Cl)c3)CC2)nc2c1c(=O)[nH]c(=O)n2C
43) CC(=O)N1CCOc2cc(S(=O)(=O)NCc3ccc(F)cc3)c(C)cc21
44) CC(C)c1cc(CNC(=O)c2ccc(OC3CCN(Cc4ccccn4)CC3)cc2)on1
45) CN1CCN(NC(=O)c2cc([N+](=O)[O-])cc([N+](=O)[O-])c2)CC1
46) CC(C)CCN1CCN(Cc2cccn2-c2ccccn2)CC1CCO (stereo not drawn)

| compound no. | 39 | 40 | 41 | 42 | 43 | 44 | 45 | 46 |
| --- | --- | --- | --- | --- | --- | --- | --- | --- |
| PAD4 inh | 4.4 | -0.1 | -1.4 | -1.2 | 2.7 | 1.4 | 0.4 | 2.9 |
| LYPLA2 counter | 5.7 | -0.4 | -4.6 | 1.6 | -7.4 | 14.6 | 6.7 | 0.4 |
| LYPLA1 inh | 3.6 | -3.5 | 1.6 | 0.1 | 0.0 | 3.9 | -3.6 | -0.1 |
| EBNA-1 inh | 6.3 | -1.1 | / | 10.2 | -3.9 | 7.2 | 3.6 | 5.1 |
| PREPL inhibitor | -0.5 | 15.2 | -4.8 | 39.9 | -0.5 | 17.2 | 6.0 | 1.6 |
| ZTA DNA inh | 3.8 | 6.1 | 16.3 | 16.3 | 5.1 | 3.3 | -3.2 | -3.1 |
| PAFAH2 inh | 9.6 | 4.9 | -0.7 | -2.6 | 3.0 | 3.9 | -6.6 | -1.4 |
| PAFAH1B3 FP inh | 2.3 | 5.4 | 4.1 | -0.7 | 2.4 | 13.0 | 3.8 | 4.2 |
| GSTO1 inh | 7.1 | -1.5 | / | 1.0 | 3.1 | 12.8 | 6.2 | 0.4 |

47) COc1ccc(OC)c(Cc2nnc(CCC(=O)NCc3ccsc3)o2)c1
48) Cc1cccc(-n2ncc3c(N4CCc5ccccc54)ncnc32)c1
49) O=C(CSCc1ccccc1)Nc1ccc(S(=O)(=O)N2CCOCC2)cc1
50) N#CC(=C1CCCC1)c1nc(-c2ccccc2)cs1

| compound no. | 47 | 48 | 49 | 50 |
| --- | --- | --- | --- | --- |
| PAD4 inh | 0.7 | -6.4 | 0.6 | 4.7 |
| LYPLA2 counter | -9.7 | 1.3 | 9.3 | -5.9 |
| LYPLA1 inh | 0.0 | 0.2 | 0.8 | -5.8 |
| EBNA-1 inh | -1.5 | -7.9 | -8.7 | 3.1 |
| PREPL inhibitor | -7.7 | -0.1 | 3.4 | 3.4 |
| ZTA DNA inh | 2.2 | 7.1 | 0.0 | -2.7 |
| PAFAH2 inh | 7.3 | / | 3.6 | -4.2 |
| PAFAH1B3 FP inh | 9.9 | / | 0.9 | -2.6 |
| GSTO1 inh | 2.6 | 3.8 | -0.8 | 7.7 |

Source: PubChem
